Screening data: PubChem, The Scripps Research Institute Molecular Screening Center
M1 ag parental: nonselective activator or artifact in parental CHO-K1 cells | 360,000 compounds, 0.48% hits | activation, % at 3 µM | Fluo-8 calcium fluorescence; scaled to maximal ATP response, vehicle zero; in the data active means activation above about 15%;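 further: untransfected CHO-K1 host cells lacking M1 receptor as counterscreen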
CHO-K1 Ca antag: M1 antagonist counterscreen hit in parental CHO-K1 cells | AID 602250 | ATP-induced calcium, Fluo-8 fluorescence | 360,000 compounds, 0.6% hits | inhibition, % at 3 µM;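 active means inhibition above a per-plate cutoff, the plate's mean sample inhibition plus 3 SD, cut at about 24% in these data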;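 further: 0% = DMSO plus EC80 ATP and 100% = DMSO alone without ATP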
CHO-K1 Ca PAM: M1 PAM counterscreen hit in parental CHO-K1 cells; ATP EC20, Fluo-8 calcium fluorescence; 0% at ATP EC20, 100% at ATP max; activation, % at 3 µM; 360,000 compounds, 0.02% hits;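 active means activation above the run cutoff, the mean activation of all test compounds plus 3 SD, cut at about 40% in these data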;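 further: peak over basal fluorescence ratio in a 140 s read after ATP addition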
TAAR1 antag: human TAAR1 antagonism; CHO RD-HGA16 TAAR1, Fluo-8 calcium fluorescence, antagonist; 360,000 compounds, 1.5% hits; Q96RJ0; AID 624466; inhibition, % at 3 µM;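 active means inhibition above a per-plate cutoff, the mean inhibition of test compounds on that plate plus 3 SD, cut at about 49% in these data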;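 further: 0% = DMSO plus EC80 beta-PEA response and 100% = DMSO alone without agonist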
Target sequence (Q96RJ0 whole entry, looked up): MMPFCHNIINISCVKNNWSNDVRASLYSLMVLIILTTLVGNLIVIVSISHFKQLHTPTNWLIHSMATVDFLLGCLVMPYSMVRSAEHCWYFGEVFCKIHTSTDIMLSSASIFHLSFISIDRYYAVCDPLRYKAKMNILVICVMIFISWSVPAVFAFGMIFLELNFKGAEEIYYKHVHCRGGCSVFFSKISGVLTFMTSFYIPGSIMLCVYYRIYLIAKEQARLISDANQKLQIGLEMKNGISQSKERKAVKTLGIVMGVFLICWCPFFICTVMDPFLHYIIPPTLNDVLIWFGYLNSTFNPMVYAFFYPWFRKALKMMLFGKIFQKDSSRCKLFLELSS
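Material: CHO RD-HGA16 cells bearing hTAAR1; compound dosing: one-point dosing, 3 µM nominal final; schedule: dye loading 75 min at 37 °C, then 30 min room temperature; measured by: calcium fluorescence with Fluo-8; control set: vehicle and agonist controls; replication: n of 1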
OXTR agonist: agonists of human oxytocin receptor | CHO-OTR cells, Fluo-8 calcium fluorescence; normalized: DMSO 0%, oxytocin 100% | activation, % at 3 µM | 320,000 compounds, 0.32% hits;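 active means activation above the mean of all tested compounds plus 3 SD, cutoff set per screening run, cut at about 20% in these data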;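 further: peak over basal fluorescence ratio from a 100 s FLIPR kinetic read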
Target sequence (P30559 whole entry, looked up): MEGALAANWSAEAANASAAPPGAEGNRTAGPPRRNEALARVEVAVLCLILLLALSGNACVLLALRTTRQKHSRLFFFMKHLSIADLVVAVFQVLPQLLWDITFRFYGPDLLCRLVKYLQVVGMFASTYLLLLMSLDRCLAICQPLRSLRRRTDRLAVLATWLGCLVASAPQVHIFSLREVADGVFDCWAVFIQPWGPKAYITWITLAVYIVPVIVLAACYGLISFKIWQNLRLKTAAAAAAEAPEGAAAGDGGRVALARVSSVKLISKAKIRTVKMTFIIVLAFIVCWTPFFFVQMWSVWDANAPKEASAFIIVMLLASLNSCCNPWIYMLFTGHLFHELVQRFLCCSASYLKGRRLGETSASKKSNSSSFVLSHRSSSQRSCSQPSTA
CHO parental Ca: counter-screen for OX1R antagonists: effect in parental CHO cells. inhibition, % at 5.6 µM. parental CHO-K1, ATP-induced calcium, Fluo-8 fluorescence. 330,000 compounds, 0.63% hits;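 active means inhibition above that plate's mean sample inhibition plus 3 SD, cut at about 26% in these data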;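 further: 0% = ATP-challenged DMSO wells and 100% = DMSO wells without ATP; some compounds past the cut are filed as inactive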
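Assay system: untransfected parental CHO cell line. Also added: ATP agonist challenge. Dosing: one dose, 5.6 µM nominal. Measured by: Fluo-8 fluorescence. Read-out: % inhibition. Benchmarks: ATP wells versus no-ATP DMSO wells. Repeats: no replicates.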
V1aR counter: V1a receptor agonism, counter-screen for OXTR agonists; CHO-V1R cells, Fluo-8 calcium fluorescence, agonist mode; 0% DMSO, 100% 3 nM vasopressin; activation, % at 3 µM; 320,000 compounds, 0.25% hits; AID 2797;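 active means activation above the mean activation of all tested compounds plus 3 SD, per screening run, cut at about 20% in these data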;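 further: signal is peak over basal fluorescence ratio across a 100 second FLIPR read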
GPR7 antag: human neuropeptides B/W receptor 1 antagonism | 290,000 compounds, 1.1% hits | P48145 | AID 1861 | GPR7-expressing cells, fluorescence antagonist assay | inhibition, % at 4.4 µM; in the data active means inhibition above about 16%, passing the limit was not always enough;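 further: cells stimulated with the agonist NPW; 0% = agonist with vehicle and 100% = vehicle without agonist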
Target sequence (P48145 whole entry, looked up): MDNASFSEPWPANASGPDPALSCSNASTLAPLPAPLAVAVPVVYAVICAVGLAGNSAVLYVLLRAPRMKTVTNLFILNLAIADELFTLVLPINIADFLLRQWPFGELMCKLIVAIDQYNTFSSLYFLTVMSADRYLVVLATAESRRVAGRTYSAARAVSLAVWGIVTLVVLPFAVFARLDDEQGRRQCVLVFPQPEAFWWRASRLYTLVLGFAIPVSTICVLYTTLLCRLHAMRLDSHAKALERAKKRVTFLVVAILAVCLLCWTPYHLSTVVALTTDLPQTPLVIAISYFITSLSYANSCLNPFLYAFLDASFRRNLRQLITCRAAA
OXTR potentiator: potentiates the human oxytocin receptor response; 320,000 compounds, 0.061% hits; activation, % at 3 µM; P30559; CHO-OTR cells, Fluo-8 calcium fluorescence, potentiator mode; 0% = oxytocin EC15, 100% = EC100; AID 2445;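 active means activation above that plate's cutoff, the mean activation of tested compounds plus 3 SD, cut at about 6.6% in these data, passing the limit was not always enough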;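 further: 100% uses oxytocin at 75 nM as the full agonist control; some results filed as inactive read as strong as hits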
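Measured by – Fluo-8 calcium dye fluorescence · Test system – human OTR in CHO cells · Dosing – one concentration, 3.0 µM compound · Controls – EC15 oxytocin alone as 0%, 75 nM oxytocin as 100% · Evaluation – normalized max/min fluorescence ratio, % activation · Timing – 6 min pre-incubation, 100 s read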
Starred values were filed as active, the others as inactive; . = no result given.

structure	M1 ag parental	CHO-K1 Ca antag	CHO-K1 Ca PAM	TAAR1 antag	OXTR agonist	CHO parental Ca	V1aR counter	GPR7 antag	OXTR potentiator
COc1ccc(CNC(=O)COC(=O)Cc2ccsc2)cc1	0.9	-17	22	2	-0.8	-5	-0.2	-3	-1
CC(=O)NCc1nc2ccccc2n1C(C)C	2.1	-7	17	-1	-0.5	-4	-0.6	-13	1
CCN(CC(=O)NCc1ccc(Cl)cc1)C(=O)CCc1ccccc1O	2.7	-14	-2	3	2.6	-16	2.6	-10	-9
CSc1ccc(C(=O)C2CCCN(C(=O)c3csc(C(C)=O)c3)C2)cc1 (stereo not drawn)	3.2	-11	20	-11	-0.3	-15	3.0	-4	-5
N/C(=N/O)c1ccccc1N1CCC(Cc2ccccc2)CC1	-0.1	15	-14	10	-1.6	-17	1.6	-5	-1
O=C(CSc1nc2ccccc2[nH]1)Nc1nc(-c2ccc(Br)cc2)cs1	2.9	-6	17	16	2.8	0	3.3	-9	-11
CC(C(O)C12CC3CC(CC(C3)C1)C2)N1CCCCC1 (stereo not drawn)	-0.1	-4	6	-20	1.0	8	1.0	-5	-10
CC(C)(C)NS(=O)(=O)c1ccc(NC(=O)C2CC(=O)N(CCc3ccc(F)cc3)C2)cc1 (stereo not drawn)	0.1	-4	5	-10	1.0	2	0.3	4	-6
COc1ccc(CCN2C(=O)CC(N3CCC(C(N)=O)CC3)C2=O)cc1OC (stereo not drawn)	0.6	-3	12	11	0.6	-3	-0.3	13	-2
O=C(O)c1ccc(CP(=O)(c2ccccc2)c2ccccc2)cc1	1.2	-7	14	-6	-0.3	-8	-0.1	-5	-10
O=C(Nc1cccc(-c2nc3ccccc3[nH]2)c1)c1ccco1	3.6	1	15	29	-1.3	-15	0.0	14	-7
O=C(CSc1nnc2ccccn12)NC(=O)NC1CCCCC1	0.4	10	-6	-13	0.7	-11	1.1	1	-3
COC(=O)c1cc(=O)n(Cc2ccc(F)cc2)c(=NCc2ccc(F)cc2)s1	0.9	-15	24	-5	1.3	11	0.4	0	2
O=C(Nc1cccnc1)Nc1ccc2c(c1)OCO2	0.0	10	-2	1	0.5	-5	1.2	-7	-2
COc1cc2c(cc1OC)C(c1ccc(C(F)(F)F)cc1)CC(=O)N2 (stereo not drawn)	3.0	-19	22	-6	3.2	6	4.1	-3	3

Full records, quoted from the list. Order of screens: M1 ag parental | CHO-K1 Ca antag | CHO-K1 Ca PAM | TAAR1 antag | OXTR agonist | CHO parental Ca | V1aR counter | GPR7 antag | OXTR potentiator
O=C(Nc1cccc(-c2nc3ccccc3[nH]2)c1)c1ccco1 is entered as 3.6 | 1 | 15 | 29 | -1.3 | -15 | 0.0 | 14 | -7
CC(C)(C)NS(=O)(=O)c1ccc(NC(=O)C2CC(=O)N(CCc3ccc(F)cc3)C2)cc1 (stereo not drawn) is entered as 0.1 | -4 | 5 | -10 | 1.0 | 2 | 0.3 | 4 | -6

(list continues)
structure	M1 ag parental	CHO-K1 Ca antag	CHO-K1 Ca PAM	TAAR1 antag	OXTR agonist	CHO parental Ca	V1aR counter	GPR7 antag	OXTR potentiator
O=C(N/N=C/C1=Cc2ccccc2OC1)c1ccncc1	1.6	-17	15	-1	0.1	-6	0.5	7	-4
CCC(C(N)=NCCc1ccc(OC)c(OC)c1)c1ccccc1 (stereo not drawn)	-0.3	-4	0	1	.	.	.	4	.
O=C(CN1C(=O)/C(=C\c2ccccc2Cl)Sc2ccccc21)NCCCN1CCOCC1	1.7	4	-8	-5	7.6	-20	7.8	14	-11
CN(C(=O)c1cccc(NC(=O)Cc2cccc(NC(=O)C3CCCN(C(=O)c4ccccc4)C3)c2)c1)C1CCC1 (stereo not drawn)	-0.2	-17	16	-20	.	.	.	.	.
Cc1cc(N2CCCCCC2)n2nc(C)c(-c3ccccc3)c2n1	-0.7	2	-8	-24	.	.	.	-21	.
O=C(CCN1C(=O)/C(=C/c2cccs2)SC1=S)Nc1cccc(C(=O)O)c1	0.0	-6	-3	-19	2.0	-14	2.3	12	0
CCC(=O)Nc1ccc(NC(=O)c2cccc3c(Br)cccc23)cc1	0.5	-11	15	6	0.4	-2	-0.3	-2	-4
Cc1ccc(-c2nnc(SCC(=O)NCC3CCCO3)n2C)cc1 (stereo not drawn)	-0.3	2	-2	-12	-0.8	-10	-0.5	-4	4
CSc1nc2c(c(=O)n1-c1ccc(C)cc1)SCC2	-0.2	-5	17	-16	-2.4	-10	-1.1	-9	-10
CCN(Cc1nc(-c2ccc(OC)c(OC)c2)no1)C(=O)c1ccoc1C	3.6	-16	13	-8	1.2	-5	0.2	-10	-4
O=C(c1ccc2ccccc2c1)N1CCN(c2ccc(O)cc2)CC1	0.7	4	5	9	1.8	1	1.2	-4	-5
Cc1noc(C)c1COc1cccc(C(=O)Nc2cccnc2)c1	0.8	-14	8	2	-0.3	-18	0.4	-5	-11
CC(C)c1ccc(C(=O)N2CCCC(c3cc(C(=O)Nc4ccc5c(c4)OCO5)no3)C2)cc1 (stereo not drawn)	0.1	5	3	-19	.	.	.	.	.
CCCCC(c1nnnn1CCOC)N1CCN(CC)CC1 (stereo not drawn)	-0.1	2	4	-1	2.7	-1	0.1	-8	2
CCOC(=O)c1oc2ccccc2c1NC(=O)CN1CCOCC1	1.6	-11	10	6	-1.0	-3	-0.9	-17	-8

Additional compounds:
structure	M1 ag parental	CHO-K1 Ca antag	CHO-K1 Ca PAM	TAAR1 antag	OXTR agonist	CHO parental Ca	V1aR counter	GPR7 antag	OXTR potentiator
COc1cccc(C2C(C(=O)c3ccc(C)o3)=C(O)C(=O)N2c2cc(C)on2)c1 (stereo not drawn)	0.8	-6	10	-28	0.0	-12	0.0	-8	-9
CC(C)c1ccc(NC(=O)Cn2c(=O)oc3cccnc32)cc1	-0.4	4	-4	-15	0.4	7	-1.3	-4	-8
CCN(CC)C(=O)c1[nH]cnc1C(=O)NCCCCCNC(=O)OC(C)(C)C	-0.2	-4	-19	8	0.4	-9	0.5	.	-5
Cc1ccc(NC(=O)C2CC(O)CN2C(=O)OCc2ccccc2)cc1C (stereo not drawn)	0.6	-1	0	5	.	.	.	-10	.
CC(C)OCCCN1C(=O)c2ccccc2C1C(=O)NC1CCCCC1 (stereo not drawn)	0.1	-36	20	-15	-0.7	-17	0.4	6	-1
O=C(O)c1cc([N+](=O)[O-])ccc1C(=O)Nc1ccccc1	0.4	-9	19	-7	2.4	3	-0.8	-6	-5
CCOc1cccc(-c2cc(N3CCN(CCO)CC3)n3nccc3n2)c1	0.1	15	-15	-6	.	.	.	.	.
COc1ccc(OC)c(NC(=O)CC(NC(C)=O)c2ccccc2)c1 (stereo not drawn)	1.8	-14	16	2	2.1	-12	0.5	-5	1
CCOc1cc(C2NN=C(c3ccccc3)S2)ccc1OCc1ccccc1Cl (stereo not drawn)	0.1	-7	-5	-8	-1.3	-16	-0.6	3	0
COc1cccc(NC(=O)N(CCCN2CCOCC2)C(C)c2cc3cccc(OC)c3o2)c1 (stereo not drawn)	-0.1	8	-7	-16	-1.8	-22	-0.8	-6	-11
CCCOc1ccc(OC(=O)c2ccc(Br)o2)cc1	2.9	13	2	102*	42*	56*	64*	2	-24
Cc1ccc(C(C)C)c(OCC(=O)N/N=C/c2cccn2C)c1	2.6	11	2	37	-0.6	-15	1.6	-6	-15
Cc1cc(S(=O)(=O)NC2CCCCC2)ccc1OCC(=O)N1CCOCC1	1.9	-8	-1	.	0.7	-10	3.0	6	-7
Cc1ccsc1C(=O)Nc1ccc(OCc2ccccc2)cc1	0.3	-18	2	54*	-1.0	15	0.2	7	-7
COc1cc([N+](=O)[O-])ccc1NC(=O)CN1CCOCC1	0.5	-14	21	-9	0.9	-12	1.0	0	6

The list continues:
structure	M1 ag parental	CHO-K1 Ca antag	CHO-K1 Ca PAM	TAAR1 antag	OXTR agonist	CHO parental Ca	V1aR counter	GPR7 antag	OXTR potentiator
CSc1ccccc1NC(=O)c1ccc(N2CC3CC(C2)c2cccc(=O)n2C3)c(NC(=O)c2cccnc2)c1 (stereo not drawn)	2.1	-1	-5	-23	-0.2	-12	1.5	-2	-7
Cc1ccc(N=Cc2c(C)[nH]n(-c3nc4ccccc4[nH]3)c2=O)cc1	0.4	11	-10	-4	-0.7	-6	0.2	2	-5
CCN1CCCC1CNC(=O)CS(=O)(=O)Cc1nc(-c2ccccc2C)oc1C (stereo not drawn)	0.1	-16	25	-18	1.0	-20	0.1	1	0
Cc1ccc2oc(C(=O)N3CCN(CC(=O)NC(C)C)CC3)c(C)c2c1	0.2	-1	16	-14	-1.7	-31	0.7	1	-6
CCOC(=O)Cc1cc(-c2ccc(F)cc2)nc2ccc3ccccc3c12	-0.2	-3	13	-25	-0.6	-22	-0.3	0	-3
COc1ccccc1N1CCN(C2CCCN(C(=O)CCN3CCCCO3)C2)CC1 (stereo not drawn)	0.7	-12	-7	-1	-0.4	7	-1.2	-10	-7
COC(=O)C1CCCN1S(=O)(=O)c1ccc2ccccc2c1 (stereo not drawn)	0.4	11	8	-11	-0.6	-17	-0.2	0	-1
Cc1nnc(NC(=O)CCC(=O)N2CCC(C)CC2)s1	0.0	2	7	-19	0.8	-3	-0.1	-7	2
Cc1ccccc1S(=O)(=O)c1c(C)cc(-c2ccccc2)[nH]c1=O	0.6	-1	12	-1	1.0	-12	1.9	-14	-17
Cc1cn([C@H]2C[C@H](O)[C@@H](CNC(=O)[C@H](N)Cc3cccnc3)O2)c(=O)[nH]c1=O	0.1	8	11	5	.	.	.	.	.
Cc1ccc(S(=O)(=O)Nc2ccc3c(c2)ncn3C(C)(C)C)cc1	2.3	-9	3	21	1.8	-13	2.7	-5	-5
CCOC(=O)c1c(S(=O)(=O)NCc2cccs2)c(C)n(C)c1C	0.6	-19	21	-18	-1.5	-5	-0.7	-6	-11
CC(=O)c1ccc(-c2ccc(C(=O)N3CCN(c4ccc(F)cc4)CC3)o2)cc1	5.4	-9	-10	21	-1.0	5	2.8	14	-14
Cc1nc(NC(=O)C(Cl)Cl)sc1C(=O)N(C)C	-0.1	-11	6	-6	-0.8	6	1.7	4	2
Cc1cc(C)cc(N(CC(=O)NC2CCCCC2)C(=O)CCC(=O)Nc2cc(C)ccn2)c1	0.7	-9	18	-14	.	.	.	.	.

(list continues)
structure	M1 ag parental	CHO-K1 Ca antag	CHO-K1 Ca PAM	TAAR1 antag	OXTR agonist	CHO parental Ca	V1aR counter	GPR7 antag	OXTR potentiator
COc1ccccc1OCC(=O)NNC(=O)Nc1ccccc1	0.1	3	-5	-9	-0.2	-21	-0.5	.	-9
O=C(CN1C(=O)S/C(=C\C=C\c2ccccc2)C1=O)Nc1ccc(O)cc1	0.9	-8	23	-12	0.8	0	0.9	8	-9
CCOC(=O)N1CCN(C(=O)CS(=O)(=O)c2cn(Cc3ccccc3Cl)c3ccccc23)CC1	2.4	-8	5	-16	0.2	3	0.7	-4	-6
Cc1ccc2nc(Cl)c(/C=N/NC(=O)[C@H]3C[C@@H]3c3ccccc3)cc2c1	0.0	3	6	-4	-0.3	-21	-0.2	0	-14
